TIM10 inh – inhibits growth of TIM10 yeast strain. S. cerevisiae TIM10 strain growth, BacTiter-Glo luminescence, 24 h. inhibition, % at 10 µM. actives 1.4% (n = 330,000);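 active = inhibition of 40% or more at the single tested concentration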;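 note: wild-type TIM10 isogenic control strain grown at permissive 25 °C; 0% = DMSO yeast wells and 100% = minimal medium wells without yeast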
tim10-1 inh – inhibits growth of tim10-1 mutant yeast. S. cerevisiae tim10-1 ts strain growth, BacTiter-Glo, 24 h. inhibition, % at 20 µM. actives 2.2% (n = 330,000). AID 463190;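 active = inhibition of at least 40%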;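 note: mutant grown at 25 °C; 0% = DMSO wells with yeast and 100% = wells holding no yeast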
NALP3 yeast inh – NALP3 inhibition in yeast. Yeast reconstituted NLRP3/ASC/caspase-1, beta-gal luminescence, 24 h. inhibition, % at 10 µM. actives 0.39% (n = 330,000). AID 2825;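 active = inhibition of 50% or more; inactive = inhibition below 50%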;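 note: plate controls were induced DMSO wells for no effect and uninduced yeast grown without galactose for full effect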
APOBEC3G inh – blocks human APOBEC3G single-stranded DNA deamination | Q9HC16 | recombinant A3G, ssDNA deamination FAM/TAMRA fluorescence | inhibition, % at 20 µM | actives 0.28% (n = 330,000) | AID 493012;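 active = inhibition of at least 40% at 20 µM, with no more than 30% in the related APOBEC3A deaminase screen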;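 note: plate controls were DMSO wells with A3G for no effect and wells lacking A3G enzyme for full effect; some compounds called inactive have numbers as strong as hits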
Target sequence (Q9HC16 whole entry, looked up): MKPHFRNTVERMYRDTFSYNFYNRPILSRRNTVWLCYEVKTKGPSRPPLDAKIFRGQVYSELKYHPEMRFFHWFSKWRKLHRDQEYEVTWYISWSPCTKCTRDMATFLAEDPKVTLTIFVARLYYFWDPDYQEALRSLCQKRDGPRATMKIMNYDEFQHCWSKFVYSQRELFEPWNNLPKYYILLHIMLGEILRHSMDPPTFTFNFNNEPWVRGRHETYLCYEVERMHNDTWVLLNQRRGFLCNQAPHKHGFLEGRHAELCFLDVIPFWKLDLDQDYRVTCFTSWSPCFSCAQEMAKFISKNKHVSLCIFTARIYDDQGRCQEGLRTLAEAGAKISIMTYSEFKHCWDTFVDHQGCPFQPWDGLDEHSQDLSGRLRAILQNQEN
APOBEC3A inh – inhibitors of human APOBEC3A DNA deaminase | recombinant A3A, FAM/TAMRA ssDNA deamination fluorescence | inhibition, % at 20 µM | actives 0.41% (n = 330,000);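 active = at least 40% inhibition at 20 µM here, with at most 30% in a related deaminase screen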;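 note: plate controls were A3A with DMSO for no effect and wells lacking A3A enzyme for full effect; some results filed as inactive read as strong as hits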
Target sequence (P31941 whole entry, looked up): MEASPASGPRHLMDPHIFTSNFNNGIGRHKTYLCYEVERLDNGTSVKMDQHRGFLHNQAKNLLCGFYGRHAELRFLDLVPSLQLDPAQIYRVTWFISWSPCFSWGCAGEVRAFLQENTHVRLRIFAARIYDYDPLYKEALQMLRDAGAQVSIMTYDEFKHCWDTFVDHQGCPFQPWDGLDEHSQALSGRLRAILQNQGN
mIAP inh – blocks mouse intestinal alkaline phosphatase | purified mouse IAP, CDP-Star luminescence, 30 min | inhibition, % at 10 µM | actives 0.2% (n = 330,000);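 active = inhibition of at least 40% at 10 µM in the primary screen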;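 note: plate controls were DMSO with enzyme for no effect and no enzyme wells for full effect; values of inactives mirror those of a sister screen read the other way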
mIAP act – mouse IAP activation; muIAP, CDP-Star luminescence, 30 min; hits give high values; 1 = vehicle-only enzyme signal, 0 = enzyme-free wells; activation factor at 10 µM; actives 0.24% (n = 330,000);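 active = activation factor of at least 2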; note: the source names both 10 and 20 µM as test concentration; values of inactives mirror those of a sister screen read the other way
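also added = chemiluminescent substrate CDP-Star | test system = mouse IAP enzyme | signal = chemiluminescence readout | compound = DMSO-dissolved test compounds | incubation = 30 min at room temperature | benchmarks = DMSO wells, no-enzyme wells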
hIAP block – blocks human intestinal alkaline phosphatase; actives 0.12% (n = 330,000); P09923; purified IAP, CDP-Star luminescence, 30 min; inhibition, % at 10 µM;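 active = inhibition reaching a set limit with compound at 10 µM in the primary screen, cut at about 35% in these data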;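 note: plate controls were DMSO wells with enzyme for no effect and no-enzyme buffer wells for full effect; values of inactives mirror those of a sister screen read the other way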
Target sequence (P09923 whole entry, looked up): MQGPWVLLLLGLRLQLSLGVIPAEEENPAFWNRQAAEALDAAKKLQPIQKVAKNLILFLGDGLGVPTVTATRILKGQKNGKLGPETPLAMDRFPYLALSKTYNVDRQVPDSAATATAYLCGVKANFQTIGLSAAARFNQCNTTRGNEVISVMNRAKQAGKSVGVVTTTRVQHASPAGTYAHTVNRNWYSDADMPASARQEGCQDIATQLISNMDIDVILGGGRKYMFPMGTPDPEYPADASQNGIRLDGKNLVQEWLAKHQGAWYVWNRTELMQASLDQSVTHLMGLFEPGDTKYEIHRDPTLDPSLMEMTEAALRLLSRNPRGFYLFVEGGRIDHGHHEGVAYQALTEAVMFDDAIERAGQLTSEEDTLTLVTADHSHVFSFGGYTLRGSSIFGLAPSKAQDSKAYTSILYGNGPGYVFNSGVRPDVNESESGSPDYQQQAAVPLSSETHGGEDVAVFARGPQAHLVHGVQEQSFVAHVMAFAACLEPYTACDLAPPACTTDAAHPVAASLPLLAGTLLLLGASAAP
beta cell repl – induces beta-cell replication in MIN6 cells; actives 0.29% (n = 330,000); proliferation, % at 10 µM; AID 2380; MIN6 cells proliferation, ATPlite luminescence, 48 h; cells starved in 0.2% serum; 100% = growth in 10% serum;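 active = compounds whose signal lies at least 3.5 SD above the mean of all wells on their plate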;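 note: 0% = DMSO-treated cells in low-serum medium and 100% = 10% serum control; some compounds called inactive have numbers as strong as hits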
* = called active by the depositor.

Under each structure – TIM10 inh	tim10-1 inh	NALP3 yeast inh	APOBEC3G inh	APOBEC3A inh	mIAP inh	mIAP act	hIAP block	beta cell repl
1: Cc1ccc(-c2cc(-c3ccccc3)nc(NN)n2)cc1
  33	25	25	-2	-3	5	0.95	-7	0
2: N#Cc1nccnc1S(=O)(=O)c1cccs1
  5	22	46	8	-5	-4	1	-2	-4
3: COC(=O)c1ccc(-n2c(C)cc(C(=O)COC(=O)CNS(=O)(=O)c3ccc(C)cc3)c2C)cc1
  12	35	10	-7	-2	10	0.9	-1	-1
4: COc1cccc(-c2cc(C(=O)Nc3cc(C)on3)no2)c1
  -24	-14	12	0	3	-1	1	-20	-3
5: COc1ccc(C(=O)Oc2coc(CSc3nnc(NC(=O)c4cccs4)s3)cc2=O)cc1
  -3	6	6	9	17	0	1	-1	-2
6: Cc1cccc(C)c1NC(=O)/C(C#N)=C/c1ccc(-c2ccc(C(=O)O)cc2)o1
  7	-18	17	-5	5	11	0.89	16	-1
7: COc1ccc(C(=O)C2C(c3ccc(-c4ccccc4[N+](=O)[O-])o3)NC(=O)NC2(O)C(F)(F)F)cc1 (stereo not given)
  -17	16	17	-8	-2	12	0.88	7	0
8: CCOC(=S)SCC(=O)N1CCc2cc(OC)ccc2C1C1C(=O)CCCC1=O (stereo not given)
  24	25	18	-1	-1	4	0.95	3	-5
9: COc1ccccc1NC(=O)CSc1nnc(-c2ccco2)n1N
  2	-4	13	-6	-4	-3	1	-12	-2
10: N#CC1=C(S)N(c2ccccc2)C(c2ccc(-c3ccc(Cl)c(Cl)c3)o2)NC1=O (stereo not given)
  17	-3	27	-12	-1	17	0.83	22	-5
11: CCOc1ccc(S(=O)(=O)N2CCCCC2)cc1NC(=O)c1cccnc1OCC
  3	13	-2	-4	-4	9	0.91	8	1
12: CNC(=S)NNc1nncc2ccccc12
  -4	3	1	-1	-1	14	0.86	-8	2
13: CCCCC(=O)Nc1nc2c(OC)ccc(OC)c2s1
  12	9	13	6	3	6	0.94	-12	6
14: O=C(CCCN1C(=O)/C(=C\c2cccs2)SC1=S)Nc1cc([N+](=O)[O-])ccc1O
  -16	-9	24	-1	0	18	0.82	9	-7
15: CS(=O)(=O)NN1C(=O)c2ccccc2NC12CCCC2
  12	4	-10	-4	-2	11	0.89	-1	-3
16: O=C(CC1C(=O)NCCN1C(=O)Nc1ccccc1)Nc1cccc(Cl)c1 (stereo not given)
  -5	-2	18	-7	-7	-9	1.1	1	-4
17: CC(C)(C)CN1CCNC(=O)C1CC(=O)NCCc1cnn(-c2ccccc2)c1 (stereo not given)
  3	15	17	-6	-4	4	0.96	2	1
18: Cc1noc(C)c1COC(=O)CNC(=O)c1cccc(F)c1
  0	11	18	-7	4	-10	1.1	8	-1
19: Cc1ccc(C(C(=O)NCc2ccccc2)N(C(=O)c2csnn2)c2cccc3ccccc23)o1 (stereo not given)
  15	38	12	1	1	1	0.99	-4	-2
20: Cc1ccc(/C=C/C(=O)OCC(=O)NC(=O)NCc2ccco2)cc1
  2	21	16	-1	8	9	0.91	1	-2
21: CC(C)c1ccccc1-n1c(-c2cccnc2)n[nH]c1=S
  -9	8	12	21	-5	1	0.99	0	0
22: O=C(NC(=S)Nn1cnc2c(cnn2-c2ccccc2)c1=O)c1ccc(Cl)cc1
  25	28	26	-2	0	17	0.83	5	5
23: COCCSc1nnc(NC(=O)c2ccc([N+](=O)[O-])cc2)s1
  12	-1	8	-2	4	-2	1	-10	-1
24: O=C(COc1ccc2ccc(=O)oc2c1)Nc1ccc(CCO)cc1
  2	-11	7	-3	-2	-1	1	-26	-1
25: CCc1ccc(NC(=O)CCC(=O)Nc2nnc(C(F)(F)F)s2)cc1
  -3	-9	2	-5	-4	2	0.98	16	2
26: C=CCn1c(SCC(=O)Nc2cc(C)on2)nc2sc(CC)cc2c1=O
  1	9	6	-3	2	4	0.96	22	3
27: CN(CC(=O)Nc1ccccc1C(F)(F)F)C(=O)Cc1ccc(S(=O)(=O)N2CCOCC2)s1
  1	16	4	9	3	-2	1	6	-1
28: Cc1ccc(-c2noc(CCC(=O)NCc3ccccc3CN3CCOCC3)n2)cc1
  9	23	11	-3	-4	-9	1.1	13	0
29: COc1ccc(CCC(=O)Nc2ccc(S(=O)(=O)Nc3nccc(C)n3)cc2)cc1
  8	-5	4	-6	2	-7	1.1	0	0
30: O=C(NCc1ccncc1)C1CCN(S(=O)(=O)Cc2ccccc2)CC1
  -12	-13	10	4	8	-2	1	-2	-2
31: O=C(C[n+]1cccc2ccccc21)c1ccc(Br)cc1
  15	23	18	-6	-7	12	0.89	2	-2
32: C=C(Cl)COc1cc(C)cc2oc(=O)cc(CC)c12
  7	23	25	-1	-2	-4	1	6	0
33: Cc1ccc(CSc2nc3ccccc3c(=O)[nH]2)cc1
  26	22	-19	3	1	3	0.97	3	-2
34: O=C(NP(=O)(N1CCCC1)N1CCCC1)C1=C(N2CCOCC2)/C(=C/c2cccc([N+](=O)[O-])c2)CC1
  16	28	-9	-8	-5	0	0.99	-46	-2
35: COc1ccc(OC)c(/C=C/C(=O)Oc2ccc(C(C)=O)cc2)c1
  8	13	23	2	3	-5	1.1	-8	0
36: COc1cc2c(cc1OC)C(C(=O)NC1CC1)C1c3ccccc3CCN1C2=O (stereo not given)
  9	-5	8	-10	-1	2	0.98	4	-1
37: O=C(NC1CCC(O)CC1)C1CCN(S(=O)(=O)c2c(Cl)cccc2Cl)CC1 (stereo not given)
  9	3	5	-1	0	-4	1	-12	-4
38: O=C(CNC(=O)c1cccs1)OCc1ccc(Cl)cc1
  2	-21	22	-15	-5	0	1	4	-2
39: Cc1ccccc1NC(=O)CC1c2ccccc2CC(C)(C)N1C (stereo not given)
  7	-2	8	-8	-5	0	1	2	-2
40: CCCNC(=O)COC(=O)c1[nH]c(C)c(C(=O)OCC)c1C
  6	13	3	-8	-3	1	0.99	2	-1

Whole records, quoted from the list. Screens in order: TIM10 inh, tim10-1 inh, NALP3 yeast inh, APOBEC3G inh, APOBEC3A inh, mIAP inh, mIAP act, hIAP block, beta cell repl
Listed for O=C(NP(=O)(N1CCCC1)N1CCCC1)C1=C(N2CCOCC2)/C(=C/c2cccc([N+](=O)[O-])c2)CC1 : 16, 28, -9, -8, -5, 0, 0.99, -46, -2
Listed for COc1cc2c(cc1OC)C(C(=O)NC1CC1)C1c3ccccc3CCN1C2=O (stereo not given) : 9, -5, 8, -10, -1, 2, 0.98, 4, -1

Remaining list, next part.
Under each structure – TIM10 inh	tim10-1 inh	NALP3 yeast inh	APOBEC3G inh	APOBEC3A inh	mIAP inh	mIAP act	hIAP block	beta cell repl
41: COc1ccc(CNC(=O)c2ccc(N3CCCC3=O)cc2)cc1
  0	-2	9	-7	0	-1	1	15	2
42: COCCNC(=O)c1cccc(OC2CCN(Cc3ccc(Cl)c(F)c3)CC2)c1
  -12	-12	19	-9	-4	5	0.95	-13	-1
43: COc1ccc(NC(=S)NCCc2c(C)[nH]c3ccc(OC)cc23)cc1
  32	29	17	-5	-3	-19	1.2	3	-5
44: O=C(CCN1C(=O)/C(=C/c2ccccc2F)SC1=S)N[C@@H](CO)Cc1ccccc1
  23	23	6	-3	-4	16	0.84	-16	-3
45: CC(C)COC(=O)c1cc(-c2ccc(/C=N/n3cnnc3)o2)ccc1Cl
  30	30	-5	-10	-4	13	0.87	2	-5
46: CCn1cc(C(=O)NCCCN2CCC(C)CC2)c(=O)c2cc(S(=O)(=O)N(C)C3CCCCC3)ccc21
  1	-15	2	-6	-2	4	0.96	-28	-6
47: CCOC(=O)c1cccc(NS(=O)(=O)c2c(C(=O)N3CCCCCC3)c(C)n(C)c2C)c1
  20	14	4	3	3	0	1	-18	4
48: Cc1ccc(NC(=O)c2ccccc2O)cc1
  5	10	44	-6	-2	-3	1	-3	-5
49: Oc1cccc(C=Nc2cccc3ccccc23)c1O
  20	12	5	20	0	38	0.62	-5	-5
50: CC(C)Oc1ccc(C2CC(=O)N(c3ccccc3)C2=O)cc1 (stereo not given)
  -19	2	9	-6	0	-12	1.1	15	-1
51: CCCNc1nc2c(c(=O)[nH]c(=O)n2C)n1CCC(C)C
  3	2	-11	-6	-5	3	0.97	-8	0
52: O=c1[nH]c2ccccc2n1CCCN1CCN(C(c2ccccc2)c2ccccc2)CC1
  14	12	15	2	2	2	0.98	6	-8
53: O=C(NCC(F)(F)F)c1ccc(S(=O)(=O)Nc2ccccc2N2CCCC2)cc1
  -14	3	9	1	-2	17	0.83	2	-1
54: COc1ccc(C(=O)NCCNc2nc3ccc(C)cc3cc2C#N)cc1OC
  -12	-3	16	-6	-4	0	1	19	1
55: CS(=O)(=O)N1CCN(c2ccccc2NC(=O)C(c2ccccc2)c2ccccc2)CC1
  25	24	-5	-10	3	4	0.96	15	1
56: CCc1cc(N2CCOCC2)cc2c1[nH]c1ccccc12
  17	24	29	-3	1	11	0.89	-6	2
57: O=C(CSc1nnc(-c2cccnc2)n1-c1ccccc1)NCc1ccc2c(c1)OCO2
  5	8	-2	-6	-5	2	0.98	-15	0
58: O=C(NC(=S)Nc1ccc(Br)cc1)C1CCC1
  10	27	34	-6	-3	0	1	-2	-7
59: CCCCCc1nnc(NC(=O)Cn2cnc3ccccc3c2=O)s1
  0	-6	2	-8	-3	11	0.89	-2	-2
60: O=C(c1ccc(Cl)cc1)N1CCCC(C(=O)N2CCc3ccccc3C2)C1 (stereo not given)
  17	20	13	-7	-5	-8	1.1	10	3
61: Cc1onc(-c2c(Cl)cccc2Cl)c1C(=O)c1ccc(F)cc1
  -11	-10	22	-11	-4	-3	1	-1	-1
62: COc1ccccc1NC(=O)COC(=O)C1CC2CCCC(C1)C2=O (stereo not given)
  4	1	-3	-4	-2	4	0.96	4	1
63: CC(C)CCNC(=O)C(=O)NCC1OCCCN1S(=O)(=O)c1cccs1 (stereo not given)
  8	18	3	-2	-4	2	0.97	-10	1
64: CCOC(=O)c1[nH]cnc1C(=O)NC(C)C
  -1	5	-1	-10	-5	-2	1	-11	-1
65: COc1ccc(C)cc1NC(=O)c1cc(S(=O)(=O)N2CCC3(CC2)OCCO3)ccc1F
  20	46*	1	2	0	9	0.91	-4	-2
66: Clc1ccc(-c2nnc(-c3ccccc3)c(N3CCSCC3)n2)cc1
  16	33	4	-2	1	6	0.94	-5	-6
67: CSc1ccccc1C(=O)N1CCc2ccccc2C1
  6	-2	25	-5	-12	-4	1	1	-5
68: C/C(=N\S(=O)(=O)c1ccc(C)cc1)Nc1cc(C(C)C)c(O)cc1C
  7	14	-11	2	-3	4	0.96	10	-2
69: COc1ccc(CN(C)C(c2ccccc2)c2nnnn2-c2ccccc2C)c(OC)c1C (stereo not given)
  10	17	0	-2	-2	2	0.98	-18	-4
70: COc1ccccc1NC(=O)c1sc2ncn(CC(=O)Nc3ccccc3)c(=O)c2c1C
  10	0	25	3	9	2	0.98	-4	-3
71: CC(C)N(C(=O)Cn1c(=O)oc2ccccc21)c1ccccc1
  -1	18	5	-5	-5	-1	1	-9	-1
72: O=C(Cc1ccccc1)Nc1ccc(NC(=O)Cc2ccccc2)c(Cl)c1
  -17	-7	5	-5	-3	4	0.95	2	-1
73: Cc1ccc(C2=NOC(C)(c3sc(-c4ccc(Cl)cc4)nc3C)C2)cc1 (stereo not given)
  9	11	8	2	0	2	0.98	-3	-4
74: COc1ccc(C(=O)/C=C/C(=O)N(CC(=O)NC2CCCCC2)CC2CCCO2)c(O)c1 (stereo not given)
  49*	46*	10	-10	-3	7	0.93	7	-5
75: COc1cccc2cc(C(=O)N3CCN(C(=O)c4ccco4)CC3)c(=O)oc12
  -10	10	8	-1	2	-4	1	0	2
76: Cc1ccc(SCc2noc(C(=O)NC(C)C)c2C(=O)O)cc1C
  -7	-11	20	-6	-1	-14	1.1	14	-1

Compound activity as filed in PubChem BioAssay.

Outcome played no part in choosing rows; overall some 4.6% were active at least once.
